Screens as filed in PubChem.
ATXN2 expr inh = ATXN2 expression inhibition; HEK-293 ATXN2-luciferase reporter, luminescence, 24 h; Potency, µM (titrated, usually from 57 µM), for the others: at the top dose activity change, negative = inhibition, usual class: inhibitors; hit rate 0.72% among 360,000; AID 1745845; also: potency is read from the fitted curve at half-maximal effect; % is scaled to controls: 0 for no effect and ±100 for the full control effect; nearly all actives have a fitted effect of over 55% in size
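qHTS (up to 57 uM final) was run with 24 h compound exposure of reporter cells at 37 °C. Each well was multiplexed: SteadyGlo luminescence measured ATXN2-luciferase expression after a fluorogenic Gly-Phe-AFC viability readout (25 uM final).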
IL-1B inflam inh = inhibitors of inflammasome signaling (IL-1 beta secretion). THP-1 LPS/ATP IL-1B secretion, AlphaLISA, 16 h; active compounds read low. AID 743279. hit rate 4.7% among 360,000. activity change, % at 57.5 µM; in the data active = activity change below about -50%; inconclusive = mostly about -30% to -49%; also: % is scaled to controls: 0 for no effect and ±100 for the full control effect
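Secreted IL-1B measured by AlphaLISA bead assay after 16 h compound exposure of THP-1 cells; compounds (final up to 57.5 uM) added 1 h before LPS (250 ng/mL) and ATP (1.25 mM) stimulation; lower signal means less secretion.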
HT1080-NT tox = kills 2HG-producing HT-1080-NT fibrosarcoma cells. AID 686970. hit rate 1.6% among 360,000. Potency, µM (doses to about 46.1 µM), without a hit: at the highest dose activity, negative = less viability, hits mostly cytotoxic. HT-1080-NT fibrosarcoma viability, CellTiter-Glo ATP luminescence, 48 h;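 also: NT is the 2HG producing partner of a matched IDH1 knockdown line; potency is read from the fitted curve at half-maximal effect; 0% = DMSO-treated cells and -100% = media-only wells without cells; nearly all actives have a fitted effect of over 55% in size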
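Luminescent CellTiter-Glo readout after 48 hours of compound exposure at 37 degrees C defined viability of HT-1080-NT cells. Activity was normalized to DMSO wells and cell-free media wells; concentration-response curves were fitted and assigned curve classes.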
SW480 rerep = induces DNA re-replication in SW480 colon adenocarcinoma cells; SW480 DNA re-replication, Hoechst DNA content imaging, 48 h; Potency, µM (top dose mostly 46.1 µM), inactives show at the top dose re-replication activation, most hits filed as activators; hit rate 1.8% among 340,000; also: potency is read from the fitted curve at half-maximal effect; % of control where 0% means no effect; nearly all actives have a fitted effect of over 55% in size
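Hoechst fluorescence of nuclei (405 nm excitation, 500-530 nm emission) measured by plate-scanning imager after 48 hr compound exposure at 37 C; re-replication scored as increased number of nuclei with elevated intensity.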
KB-3-1 tox = kills parental KB-3-1 adenocarcinoma cells; KB-3-1 viability, CellTiter-Glo ATP luminescence, 72 h; hit rate 1.4% among 400,000; Potency, µM (series often up to 46.1 µM), for inactives: top-dose activity change, negative = cytotoxic, hits mostly cytotoxic; also: potency is read from the fitted curve at half-maximal effect; % is scaled to controls: 0 for no effect and ±100 for the full control effect; nearly all actives have a fitted effect of over 60% in size
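Viability of parental KB-3-1 cells, measured by CellTiter-Glo luminescence, followed a 72 h incubation at 37 °C with pinned compounds in phenol-red-free DMEM containing 10% FBS.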
HT1080 IDH1KD tx = HT-1080 IDH1 knockdown cell toxicity (counter line) | HT-1080 IDH1 knockdown viability, ATP luminescence, 48 h | Potency, µM (series often up to 46.1 µM), inactives show at the highest dose activity, negative = toxicity, usual class: cytotoxic | hit rate 2% among 360,000;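 also: potency is read from the fitted curve at half-maximal effect; 0% = DMSO wells and -100% = cell-free medium wells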
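In this qHTS, HT-1080 cells depleted of IDH1 are exposed for 48 h at 37 °C to compound titrations. Toxicity is scored from CellTiter-Glo luminescence, with DMSO as full viability and medium alone as none.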
KB-V1 MDR tox = KB-V1 MDR subline cytotoxicity; AID 1347076; Potency, µM (titrated, usually from 46.1 µM), without a hit: at the highest dose activity change, negative = cytotoxicity, usual class: cytotoxic; KB-V1 MDR cells viability, CellTiter-Glo, 72 h; hit rate 3.4% among 400,000; also: potency is read from the fitted curve at half-maximal effect; % is scaled to controls: 0 for no effect and ±100 for the full control effect; nearly all actives have a fitted effect of over 60% in size
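KB-V1 MDR subline cells in DMEM (phenol-red free, 10% FBS) exposed to compounds in qHTS concentration series for 72 h at 37 degrees C. Viability read by CellTiter-Glo luminescence; concentration-effect curves fitted after normalization and correction.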
S2 tox = cell viability loss in ATXN counter-screen | S2 cells (HEK-293 line with an ATXN2-luciferase reporter) viability, CellTiter-Fluor protease fluorescence, 24 h | Potency, µM (titrated, usually from 56.7 µM), most hits filed as cytotoxic | hit rate 0.49% among 400,000 | AID 651635; also: potency is read from the fitted curve at half-maximal effect; nearly all actives have a fitted effect of over 40% in size
MCF10A rereplic = induces DNA re-replication in MCF 10a normal breast cells; MCF 10A DNA re-replication, Hoechst nuclear intensity, 48 h; Potency, µM (top dose mostly 46.1 µM), for inactives: at the top dose activity, positive = re-replication, hits mostly activators; hit rate 2.9% among 350,000; also: potency is read from the fitted curve at half-maximal effect; % of control where 0% means no effect; nearly all actives have a fitted effect of over 50% in size
Active calls of the source: *; & = joins results of further samples; [ ] = dose if it differs, or a comment. Unless noted, calls follow the shape of the dose curve; as a rule, active = well fitted curve in the direction sought with a large enough effect; inconclusive = small, poorly fitted or top-dose-only effect, or another doubt; inactive = no such curve, though single readings can be large; an effect the other way counts as inactive or inconclusive.

For COC1(OC)C=CC(=O)C=C1NC(=O)c1ccccc1OC(C)=O the results were ATXN2 expr inh 18µM*, SW480 rerep inconclusive, KB-3-1 tox inconclusive, KB-V1 MDR tox inconclusive, S2 tox 14µM* and MCF10A rereplic 4.1µM*.
`CC1(C(=O)NS(=O)(=O)c2ccc(Br)cc2)CCN1C(=O)CC1CCCCC1` (stereo not drawn) gave ATXN2 expr inh 8%, IL-1B inflam inh 8, HT1080-NT tox 23%, KB-3-1 tox 0%, HT1080 IDH1KD tx 10%, KB-V1 MDR tox -4% and S2 tox inactive.
`COc1ccc(O)c(/C=c2/sc3nc4cc(C)c(C)cc4n3c2=O)c1` gave ATXN2 expr inh -18%, IL-1B inflam inh 15, HT1080-NT tox inconclusive, SW480 rerep 16%, KB-3-1 tox inconclusive, HT1080 IDH1KD tx inconclusive, KB-V1 MDR tox 18µM*, S2 tox inactive and MCF10A rereplic 10%.
Cc1ccccc1COC(=O)c1cc([N+](=O)[O-])ccc1N1CCOCC1 was read as ATXN2 expr inh -34%, IL-1B inflam inh 15, HT1080-NT tox inconclusive, SW480 rerep inconclusive, KB-3-1 tox inconclusive, HT1080 IDH1KD tx inconclusive, KB-V1 MDR tox -19%, S2 tox inactive and MCF10A rereplic inconclusive.
O=C(COc1ccc(Cl)cc1Cl)NCCN1CCCC1 was read as IL-1B inflam inh -23, HT1080-NT tox -21%, KB-3-1 tox 1%, HT1080 IDH1KD tx -20%, KB-V1 MDR tox -2% and S2 tox inactive.
`CCCC1(C(=O)OCC)NC(c2ccc(N(C)C)cc2)C2C(=O)N(c3ccc(OCC)cc3)C(=O)C21` (stereo not drawn) gave ATXN2 expr inh -11%, IL-1B inflam inh 22, HT1080-NT tox 4%, SW480 rerep 1%, KB-3-1 tox 2%, HT1080 IDH1KD tx 8%, KB-V1 MDR tox 5%, S2 tox inactive and MCF10A rereplic 5%.
Screening CC(C)NC(=O)C1(C)CCN1C(=O)C1(c2ccccc2)CCCC1 (stereo not drawn) returned ATXN2 expr inh 3%, IL-1B inflam inh 52, HT1080-NT tox -3%, KB-3-1 tox 0%, HT1080 IDH1KD tx 2%, KB-V1 MDR tox -2% and S2 tox inactive.
Screening OCC[C@@H]1C[C@@H](O)[C@H](O)[C@]2(Cc3ccccc3CO2)O1 returned ATXN2 expr inh 3%, IL-1B inflam inh 2, HT1080-NT tox 0%, SW480 rerep -14%, KB-3-1 tox 3%, HT1080 IDH1KD tx 14%, KB-V1 MDR tox 14%, S2 tox inactive and MCF10A rereplic -7%.
For N#CC1(NC(=O)COC(=O)c2cccc(-n3cnnn3)c2)CCCCC1 the results were ATXN2 expr inh 1%, IL-1B inflam inh -1, HT1080-NT tox -1%, SW480 rerep -8%, KB-3-1 tox 0%, HT1080 IDH1KD tx 7%, KB-V1 MDR tox inconclusive, S2 tox inactive and MCF10A rereplic -1%.
CCNC(=S)NNC(=O)c1ccc(OC)cc1 was read as ATXN2 expr inh 3%, IL-1B inflam inh 29, HT1080-NT tox 7%, SW480 rerep -11%, KB-3-1 tox inconclusive, HT1080 IDH1KD tx 12%, KB-V1 MDR tox inconclusive, S2 tox inactive and MCF10A rereplic -1%.
`CCCOc1ccc(CSC(CC(=O)O)C(=O)O)cc1` (stereo not drawn) gave ATXN2 expr inh 3%, IL-1B inflam inh 4, HT1080-NT tox 6%, SW480 rerep 1%, KB-3-1 tox 3%, HT1080 IDH1KD tx 6%, KB-V1 MDR tox 0%, S2 tox inactive and MCF10A rereplic -2%.
For CCC(=O)Nc1ccccc1C(=O)OCC(=O)c1cccc2ccccc12 the results were ATXN2 expr inh 6%, IL-1B inflam inh 41, HT1080-NT tox 11%, SW480 rerep 9%, KB-3-1 tox 18%, HT1080 IDH1KD tx 8%, KB-V1 MDR tox -17%, S2 tox inactive and MCF10A rereplic 6%.
Cc1ccc(C(=O)NNC(=O)c2cccs2)cc1 was read as ATXN2 expr inh -1%, IL-1B inflam inh -6, HT1080-NT tox 5%, SW480 rerep -7%, KB-3-1 tox 11%, HT1080 IDH1KD tx 21%, KB-V1 MDR tox inconclusive, S2 tox inactive and MCF10A rereplic 5%.
CSc1nnc(C)c(=O)n1COC(=O)c1ccc(S(=O)(=O)N2CCOCC2)cc1 was read as ATXN2 expr inh 11%, IL-1B inflam inh -7, HT1080-NT tox 11%, SW480 rerep -3%, KB-3-1 tox 0%, HT1080 IDH1KD tx 4%, KB-V1 MDR tox -1%, S2 tox inactive and MCF10A rereplic 1%.
`Fc1ccc(-c2n[nH]c(=S)c3ccccc23)cc1` gave ATXN2 expr inh -37%, IL-1B inflam inh -12, HT1080-NT tox -21%, SW480 rerep 6%, KB-3-1 tox 27%, HT1080 IDH1KD tx 3%, KB-V1 MDR tox 0%, S2 tox inconclusive and MCF10A rereplic -1%.
`COc1ccccc1N1CCN(CC(=O)Nc2ccccc2C(=O)NCCc2ccccc2)CC1` gave ATXN2 expr inh -10%, IL-1B inflam inh 14, HT1080-NT tox 2%[9.24 µM], SW480 rerep -56%[inhibitor], KB-3-1 tox inconclusive, HT1080 IDH1KD tx 1%, KB-V1 MDR tox inconclusive, S2 tox inconclusive and MCF10A rereplic 13%.
For Cc1ccc(N(CC(=O)NC2CCCCC2)C(=O)CCCC(=O)Nc2ccccn2)cc1 the results were ATXN2 expr inh 5%, IL-1B inflam inh 17, HT1080-NT tox -2%, SW480 rerep -8%, KB-3-1 tox 3%, HT1080 IDH1KD tx -1%, KB-V1 MDR tox -4%, S2 tox inactive and MCF10A rereplic 1%.
O=C(CCN1C(=O)c2ccccc2S1(=O)=O)Nc1cc(Cl)ccc1Cl was read as ATXN2 expr inh 3%, IL-1B inflam inh -8, HT1080-NT tox -2%, SW480 rerep -1%, KB-3-1 tox -7%, HT1080 IDH1KD tx 7%, KB-V1 MDR tox -13%, S2 tox inactive and MCF10A rereplic 1%.
Screening CCc1cccc(C)c1NC(=O)c1ccc(CN2CCc3ccccc3C2)cc1 returned ATXN2 expr inh -24%, IL-1B inflam inh -6, HT1080-NT tox -7%, SW480 rerep 17%, KB-3-1 tox -8%, HT1080 IDH1KD tx -16%, KB-V1 MDR tox inconclusive, S2 tox inactive and MCF10A rereplic 19%.
For COc1cc(OC)c(C2=NOC(C(=O)N3CCCc4ccccc43)C2)cc1Cl (stereo not drawn) the results were ATXN2 expr inh -17%, IL-1B inflam inh -25, HT1080-NT tox 6%[9.24 µM], SW480 rerep 17%, KB-3-1 tox 4%, HT1080 IDH1KD tx 3%, KB-V1 MDR tox -14%, S2 tox inactive and MCF10A rereplic 17%.
Screening CCS(=O)(=O)N1CCN(C(=O)COc2ccc(-c3ccccc3)cc2)CC1 returned ATXN2 expr inh 0%, IL-1B inflam inh 4, HT1080-NT tox 5%, SW480 rerep 2%, KB-3-1 tox 3%, HT1080 IDH1KD tx 5%, KB-V1 MDR tox -20%, S2 tox inactive and MCF10A rereplic 5%.
COc1ccccc1/C=C/CN1CCSCC1 was read as ATXN2 expr inh -3%, IL-1B inflam inh -14, HT1080-NT tox 18%, SW480 rerep -21%, KB-3-1 tox 19%, HT1080 IDH1KD tx 6%, KB-V1 MDR tox 23%, S2 tox inconclusive and MCF10A rereplic 5%.
CNC(=O)c1ccc2nc(CCc3ccccc3)oc2c1 was read as ATXN2 expr inh 52%[activator], KB-3-1 tox -3%, KB-V1 MDR tox 2% and S2 tox inactive.
Screening COc1ccc(C2=C(C)C(N3CCC(C(=O)NCc4ccco4)CC3)=NS2(=O)=O)cc1 returned ATXN2 expr inh 2%, KB-3-1 tox 2%, KB-V1 MDR tox -9% and S2 tox inactive.
For O=c1ccc2cc(S(=O)(=O)Nc3ccccc3F)ccc2o1 the results were ATXN2 expr inh 3%, IL-1B inflam inh -23, HT1080-NT tox 1%, SW480 rerep inconclusive, KB-3-1 tox 10%, HT1080 IDH1KD tx -3%, KB-V1 MDR tox 21%, S2 tox inactive and MCF10A rereplic -7%.
Screening CCCn1nnc(NC(=O)Cc2ccc(Cl)cc2)n1 returned ATXN2 expr inh 3%, IL-1B inflam inh 12, HT1080-NT tox 6%, SW480 rerep -2%, KB-3-1 tox inconclusive, HT1080 IDH1KD tx 2%, KB-V1 MDR tox -2%, S2 tox inactive and MCF10A rereplic 8.2µM*.
Screening Cc1ccccc1C(=O)c1cccn1CC(=O)NCCCN1CC(C)CC(C)C1 (stereo not drawn) returned ATXN2 expr inh -2%, IL-1B inflam inh -18, HT1080-NT tox -1%, SW480 rerep 3%, KB-3-1 tox inconclusive, HT1080 IDH1KD tx -17%, KB-V1 MDR tox -10%, S2 tox inactive and MCF10A rereplic -1%.
`O=c1cc(O)nc(SCc2ccccc2)n1-c1ccccc1` gave ATXN2 expr inh 8%&2%, IL-1B inflam inh 31&1, HT1080-NT tox 6%&9%, SW480 rerep -7%&-21%, KB-3-1 tox 0%&-1%, HT1080 IDH1KD tx -2%&-5%, KB-V1 MDR tox inconclusive, S2 tox inactive and MCF10A rereplic -1%&20%.
`O=C1c2cc(CO)cc(O)c2C(=O)c2c(O[C@@H]3OC(CO)[C@@H](O)[C@@H](O)[C@@H]3O)cccc21` (stereo partly drawn) gave ATXN2 expr inh -5%, IL-1B inflam inh 1, HT1080-NT tox -9%, SW480 rerep 0%, KB-3-1 tox 0%, HT1080 IDH1KD tx 5%, KB-V1 MDR tox 6%, S2 tox inactive and MCF10A rereplic -4%.
For CC(NS(=O)(=O)c1ccc2c(c1)oc(=O)n2C)c1ccccc1 (stereo not drawn) the results were ATXN2 expr inh 9%, IL-1B inflam inh 21, HT1080-NT tox 1%, SW480 rerep -21%, KB-3-1 tox -22%, HT1080 IDH1KD tx 0%, KB-V1 MDR tox 7%, S2 tox inactive and MCF10A rereplic 2%.
